Mtb RmlCD inh: blocks M. tuberculosis RmlC and RmlD coupled enzymes | P9WH09+P9WH11 | RmlC+RmlD coupled enzyme assay, percent inhibition; primary screen in compound mixtures | inhibition, % at 3.6 µM | 160,000 tested, 0.03% active | AID 1533; in the data active = inhibition mostly above about 34%, no sharp cut-off; inconclusive = no clear call, values can overlap the other calls; inactive = mostly below about 22%; also: some results filed as inactive read as strong as hits
Target sequence (P9WH09 whole entry, looked up): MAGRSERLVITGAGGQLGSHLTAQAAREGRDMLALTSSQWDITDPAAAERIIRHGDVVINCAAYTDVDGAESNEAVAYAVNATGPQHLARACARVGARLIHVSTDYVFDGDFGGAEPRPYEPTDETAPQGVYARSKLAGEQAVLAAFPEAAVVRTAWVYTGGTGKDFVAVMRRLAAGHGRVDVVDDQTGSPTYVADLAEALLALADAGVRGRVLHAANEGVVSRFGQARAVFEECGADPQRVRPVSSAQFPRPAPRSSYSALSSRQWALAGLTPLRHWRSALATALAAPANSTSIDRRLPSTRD
Target sequence (P9WH11 whole entry, looked up): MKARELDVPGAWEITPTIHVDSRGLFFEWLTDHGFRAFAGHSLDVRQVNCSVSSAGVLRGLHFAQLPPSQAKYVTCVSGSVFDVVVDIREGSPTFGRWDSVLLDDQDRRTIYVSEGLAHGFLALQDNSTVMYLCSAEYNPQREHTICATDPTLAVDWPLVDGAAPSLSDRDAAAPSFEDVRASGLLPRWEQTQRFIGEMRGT
GlmU inhibition: inhibition of mycobacterial GlmU enzyme – biochemical, glucosamine-1-phosphate acetyltransferase (AID 1376); 220,000 tested, 0.25% active; M. tuberculosis GlmU acetyltransferase enzyme assay; higher % means a stronger effect; inhibition, %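 (tested at 30 µM in the primary screen)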; hits with a dose series show IC50 in µM; in the data active = inhibition above about 13%; inconclusive = no clear call, values can overlap the other calls;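 also: 0% = complete reaction with vehicle and 100% = reaction without substrate; strong numbers were not always called active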
* = called active by the depositor; ? = inconclusive; · = not tested or not shown; & = joins results of further samples.

SMILES	Mtb RmlCD inh	GlmU inhibition
COc1ccc(NC(=O)C2CCN(C(=O)c3cccs3)CC2)cc1	7.3	-0.9%
C/C(CCc1oc2ccc(Br)cc2c1-c1ccc(C)o1)=N/O	·	-1.2%
CCOc1ccc(-n2cc(C(=O)N3CCCCCC3)c3cc(OC)c(OC)cc3c2=O)cc1	-1.0	6.7%
NCCCC[C@H](N)c1nnc([C@H](CCC(=O)O)NC(=O)C2CCNCC2)o1	·	5.3%
O=C(O)CCn1nnc(-c2ccccc2)n1	-0.3	-1.5%
CCC(=O)n1nc(-c2ccc(Cl)cc2)nc1NCc1ccccc1	-10.9	7.5%
O=C(Nc1ncccn1)c1cc(-c2cccc(Br)c2)nc2ccccc12	10.8	2.0%
COc1ccc([N+](=O)[O-])cc1NS(=O)(=O)c1ccc(Cl)c(C(=O)Nc2sc3c(c2C#N)CCCCC3)c1	6.1	3.9%
CCOC(=O)Nc1nc(-c2ccc(Cl)cc2Cl)cs1	·	-3.0%
O=C(COC(=O)CCCc1c[nH]c2ccccc12)Nc1ccc2c(c1)OCO2	6.0	-3.7%
CCOC(=O)c1c(C)[nH]c(C)c1C(=O)COC(=O)c1ccccc1O	-7.8	-4.0%
CC1(C)CC(=O)C2=C(C1)N(c1ccc(F)cc1)C(=O)C2(O)C(F)(F)F (stereo not given)	9.3	·
COc1cccc(CNC(=O)CCC2CCCN(Cc3ccc(OC(F)F)cc3)C2)c1 (stereo not given)	·	-3.3%
C=CCSc1nnc(CC(OC)OC)n1-c1ccccc1	-5.3	2.3%
N#Cc1c2c(c(-c3ccco3)[nH]c1=O)CCCC2	·	0.7%
Nc1nc2nccc(-c3ccc(Cl)cc3)n2n1	5.2	1.9%
COc1cc(/C=C2\SC(=O)N(CC(=O)Nc3cccc(C)c3)C2=O)cc([N+](=O)[O-])c1O	2.1	6.0%
CCOc1cc(/C=N/NC(=O)CSc2nncn2C)ccc1OCc1cccc(C)c1	-8.3	1.3%
C/C(CC1(O)C(=O)N(C)c2ccccc21)=N\O (stereo not given)	·	0.2%
CC(=O)OCCOc1nc(NC(C)C)nc(NC(C)C)n1	·	-1.3%
OCCOCCOc1ccccc1OCCOCCO	-5.9	4.1%
COc1ccc(N2CCN(C(=O)CSc3ccc(C)cc3)CC2)cc1	-13.2	7.1%
O=C(NNC(=O)c1ccccc1-n1cccc1)c1ccc(Cl)cc1	-1.0	4.7%
N#Cc1ccccc1Cn1cc(/C=N/Nc2ccc([N+](=O)[O-])cn2)c2ccccc21	-8.2	-4.7%
COC(=O)c1ccccc1NC(=O)CN(C)Cc1ccccc1	6.1	-0.7%
CCCc1sc(N)nc1-c1ccc(C)cc1	·	2.9%
O=C(Nc1ccc(Br)cc1F)C1CCN(c2nnc(-n3cccc3)s2)CC1	-9.6	11.7%
O=C(Nc1ccc(OC(F)(F)F)cc1)N1CCN(c2ccnc3cc(Cl)ccc23)CC1	25.5	0.1%
C=CCSc1nc(-c2ccc(OC)cc2)c(C#N)c(=O)n1CC=C	3.4	-0.2%
N#CC1=C(N)N=C(SCc2ccccc2)C(C(N)=O)C12CCCCC2 (stereo not given)	·	54.2%

A section of the results above, for reference:
SMILES	Mtb RmlCD inh	GlmU inhibition
O=C(Nc1ccc(OC(F)(F)F)cc1)N1CCN(c2ccnc3cc(Cl)ccc23)CC1	25.5	0.1%
C=CCSc1nc(-c2ccc(OC)cc2)c(C#N)c(=O)n1CC=C	3.4	-0.2%
N#CC1=C(N)N=C(SCc2ccccc2)C(C(N)=O)C12CCCCC2 (stereo not given)	·	54.2%

Following part:
SMILES	Mtb RmlCD inh	GlmU inhibition
COc1ccc(NS(=O)(=O)c2cc(NC(=O)c3nc4nc(C)cc(C)n4n3)ccc2C)cc1	-3.8	-2.6%
Cc1ccccc1CN1N=C(/C=C/c2ccccc2)CCC1=O	6.1	1.7%
COc1ccc(NC(=O)NCc2ccco2)cc1OC	?	1.5%
CCCc1cc(C(=O)NNC(=S)NCC)c2ccccc2n1	7.2	-3.9%
Cc1cc(Br)cc2c1NC(=O)C2(c1c(C)n(C)n(-c2ccccc2)c1=O)c1c(C)n(C)n(-c2ccccc2)c1=O	·	-2.1%
NC(=S)Nc1ccc2cc[nH]c2c1	-5.8	-7.4%
O=C(c1ccc(Cl)cc1)C1CCCN(Cc2ccc3ncccc3c2)C1 (stereo not given)	0.0	-4.8%
CCCCOc1ccc(C(=O)NCc2ccco2)cc1	7.3	-1.6%
COc1ccc(OC)c(C2C(C(=O)c3sc(C)nc3C)=C(O)C(=O)N2CCN2CCOCC2)c1 (stereo not given)	·	-0.1%
COC(=O)CN1C(=S)N(c2ccc(OC)cc2)C(=O)/C1=C/c1cccs1	28.8	-0.8%

Full records from above. Screens in order: Mtb RmlCD inh | GlmU inhibition
COc1ccc(NS(=O)(=O)c2cc(NC(=O)c3nc4nc(C)cc(C)n4n3)ccc2C)cc1 is entered as -3.8 | -2.6%
NC(=S)Nc1ccc2cc[nH]c2c1 is entered as -5.8 | -7.4%
COc1ccc(OC)c(C2C(C(=O)c3sc(C)nc3C)=C(O)C(=O)N2CCN2CCOCC2)c1 (stereo not given) is entered as · | -0.1%
CCCc1cc(C(=O)NNC(=S)NCC)c2ccccc2n1 is entered as 7.2 | -3.9%

(more compounds)
SMILES	Mtb RmlCD inh	GlmU inhibition
COCCNC(=O)c1c[nH]c2cc(OC)c(OC)cc2c1=O	14.2	-2.2%
CC(=O)N(Cc1ccc(Br)cc1)c1ccccc1C(=O)O	25.5	9.8%
CC1(C)S/C(=N/N=C/c2ccco2)NC1=O	28.8	-0.6%
C=CCn1c(O)c(C(CC)=Nc2ccccc2NC(C)=O)c(=O)[nH]c1=O	2.8	3.9%
CC1CC1C(=O)OCC(=O)NCc1ccc(Cl)cc1 (stereo not given)	·	-3.5%
COc1ccc(C(=O)NCC(=O)OCC(=O)Nc2cc(OC)ccc2OC)cc1	-1.2	6.8%
Cc1ccc(/C=C2/SC(=O)N(CC(=O)N3CCOCC3)C2=O)s1	-6.8	1.1%
O=C(Nc1ccc2c(c1)OCO2)c1cncc(Br)c1	1.2	6.2%
O=C(CCC(=O)N(CC(=O)NC1CCCCC1)Cc1ccccc1)Nc1ccccn1	-13.0	1.1%
Cc1cccc(C)c1NC(=O)CN(C)C(=O)C(c1ccccc1)c1ccccc1	2.1	-1.8%

Gathered by group, the compounds so far containing two or more sulfur atoms
SMILES	Mtb RmlCD inh	GlmU inhibition
COc1ccc([N+](=O)[O-])cc1NS(=O)(=O)c1ccc(Cl)c(C(=O)Nc2sc3c(c2C#N)CCCCC3)c1	6.1	3.9%
COC(=O)CN1C(=S)N(c2ccc(OC)cc2)C(=O)/C1=C/c1cccs1	28.8	-0.8%
Cc1ccc(/C=C2/SC(=O)N(CC(=O)N3CCOCC3)C2=O)s1	-6.8	1.1%

Other records follow:
SMILES	Mtb RmlCD inh	GlmU inhibition
COc1ccc([N+](=O)[O-])cc1NC(=O)c1cc(C)c(C)o1	-13.7	-1.6%
Cn1c(C(=O)O)c(CC(=O)Nc2ccccc2F)c2ccccc21	12.4	0.1%
CCOC(=O)/C=C(/C)N1N=C(c2ccc(OC)cc2)CC1c1cccc([N+](=O)[O-])c1 (stereo not given)	·	2.3%
CCc1nccn1S(=O)(=O)c1ccc(C)c(C)c1	-3.9	-7.5%
C/C(=N\NC(=O)c1c(Cl)c(C)nn1C)c1cccc(NC(=O)COc2ccc(Cl)cc2)c1	-1.4	0.3%
COc1cc(C(=O)NCc2nnc(SCC(=O)Nc3cc(C)cc(C)c3)o2)cc(OC)c1OC	-3.0	2.1%
O=c1c2ccccc2c(C=Nc2ccc(S(=O)(=O)N3CCCCC3)cc2)c(O)n1-c1ccc(Cl)cn1	-7.8	-5.3%
Cc1nnc(SCC2=C(C(=O)O)N3C(=O)C(NC(=O)Cn4nc(C)c(Cl)c4C)C3SC2)s1 (stereo not given)	-13.4	4.0%
Cc1ncsc1CCOC(=O)c1cccnc1	-10.8	2.3%
CCOC(=O)Cn1nc(/C=C/c2ccccc2)ccc1=O	9.6	-4.0%
CCN1C(=O)C2C(c3cccc(F)c3)NC(CC)(C(=O)OC)C2C1=O (stereo not given)	·	-8.1%
COc1cccc(NC(=O)N(CCCN2CCOCC2)C(C)c2cc3ccccc3o2)c1 (stereo not given)	·	-4.0%
CCN(CC)C(=O)Oc1ccc2c(=O)c(-c3ccccc3)coc2c1	7.2	0.4%
Oc1ccc2n[nH]nc2c1	3.6	4.0%
CCC1(CC)C(=O)N=C2c3ccccc3C(=O)N21	10.6	-7.7%
O=C(O)CCCCCN1C(=O)C(=O)/C(=C(/O)c2ccccc2)C1c1ccccc1 (stereo not given)	·	0.6%
CCOc1cc(N2CCOCC2)c(OCC)cc1NC(=O)c1oc2ccccc2c1C	9.7	0.6%
CC1=C(C(=O)Nc2ccccc2)C(c2ccncc2)C(C#N)=C(SCC(=O)NC(C)C)N1 (stereo not given)	·	4.0%
CCOC(=O)C1CCN(C(c2cc3c(C)ccc(C)c3[nH]c2=O)c2nnnn2C2CCCCC2)CC1 (stereo not given)	17.4	3.2%
CN1C(=O)NC(=O)/C(=C\c2ccc([N+](=O)[O-])o2)C1=O	-16.3	4.2%
CCCCCCn1c(=O)[nH]c2nc3cc(N)ccc3nc2c1=O	5.1	-3.0%
CCc1cc(C(=O)Nc2ccccc2)cs1	12.4	2.7%
O=[N+]([O-])c1ccc(/C([O-])=C(/C(=S)Nc2ccccc2F)[n+]2ccccc2)cc1	-8.5	-4.5%
O=C(Cn1c(=O)n(CC2CS2)c2ccccc21)N1CCCCC1 (stereo not given)	6.0	-1.8%
COc1ccc(-n2c3c(cc(C(=O)N4CCC(C)CC4)c2=O)C(=O)CC(C)(C)C3)cc1	7.6	0.3%
COc1ccc(NC(=S)Nc2cccc(S(=O)(=O)N3CCCCC3)c2)cc1	-4.2	3.8%
Cc1cc(C)nc(/N=C2\NC(=O)CC(C(=O)O)N2c2ccc(Cl)cc2Cl)n1 (stereo not given)	20.6	0.8%
N#CC1=C(N)Oc2n[nH]c(-c3cccs3)c2C1C1C=CCCC1 (stereo not given)	-6.3	-0.3%
O=C(N/N=C/c1ccc(Cl)s1)c1ccccc1[N+](=O)[O-]	-2.4	2.5%
CCN(CC)c1ccc(-n2c(O)c(C=C3N=c4ccccc4=N3)sc2=S)cc1	41.9	-2.1%
CCC(Oc1cc(Cl)ccc1Cl)C(=O)NN1C(=O)C2C3CCC(C3=C(C)C)C2C1=O (stereo not given)	-3.2	1.8%
CC(C)C1Cc2c(sc(NC(=S)NC(=O)c3ccccc3)c2C#N)CO1 (stereo not given)	1.7	-2.9%
CC(C)(C)OC(=O)N1CCC[C@H]1c1nnc(SCc2c(F)cccc2Cl)o1	-6.0	1.2%
CCN(CC)c1ccc(C(=O)NN)cc1	-7.3	-0.8%
CCC(=O)Nc1nc(OC)cc(OC)n1	7.9	-3.4%
COc1ccc(C(=O)OCc2nc(N)nc(Nc3ccccc3C)n2)cc1OC	·	-5.6%
CC(C)(C)c1ccc(Oc2ccc(N)cc2)cc1	6.2	6.2%
CCn1c(=S)sc2c(=O)n(-c3ccccc3)c(=S)[nH]c21	-12.2	3.9%
CCCCNC(=S)Nc1ccc(F)cc1	9.1	3.8%
O=C1CC(Nc2ccc(N3CCOCC3)cc2)C(=O)N1c1ccccc1 (stereo not given)	·	6.6%
CCN(CC)S(=O)(=O)c1ccc(-n2cnnn2)c(C)c1	6.4	0.1%
Cc1nc2ccccn2c1C(=O)Nc1ccc2c(c1)OCCO2	·	-0.4%
O=C(O)c1ccccc1C(=O)N(Cc1ccccc1)Cc1ccccc1	-2.5	4.8%
CN1CCN(C(=O)C2=C[C@H](c3ccccc3)C[C@H](OCc3ccc(CO)cc3)O2)CC1	·	-3.6%
Cc1cc(-c2n[nH]c(=S)n2/N=C/c2ccc(Br)s2)n[nH]1	-4.7	7.4%
CCOc1c(C)cc(-c2ncccc2O)cc1C	-6.2	5.1%&-1.1%
CN(C)C(=O)NC1CCCCCCCCCCC1	-6.7	7.6%
CSc1nc(NC(C)(C)C)nc(Oc2ccc(=O)[nH]n2)n1	·	8.3%
Cc1cccc(NC(=O)c2cnc3sccn3c2=O)c1C	-6.3	-5.3%
Cc1nc2c(o1)CCc1ccccc1C2O (stereo not given)	8.8	0.9%
More records.
SMILES	Mtb RmlCD inh	GlmU inhibition
CCOc1ccccc1NC(=S)NCc1cccn1C	·	-6.1%
CCN(CC)c1ccc(-n2c(C)c(C(C)=O)c(C(C)=O)c2C)cc1	·	-0.3%
COc1cc(NC(=O)[C@@H](NC(=O)c2ccco2)C(C)C)c(OC)cc1NC(=O)c1ccccc1	5.8	-5.6%
COc1ccc(N/N=C(\C#N)C(=N)SCc2ccccc2)cc1	10.2	-2.9%
O=C(CCN1C(=O)/C(=C/c2ccc3c(c2)OCO3)SC1=S)Nc1ccccc1	9.5	-5.7%
O=C(CSc1ccccn1)Nc1nc2c(ccc3ccccc32)s1	-10.2	5.4%
CCCCCCOC(=O)Sc1nc2ccccc2o1	-6.4	0.3%
C=CCn1c(O)c(N=Nc2nc3ccccc3c(=O)n2-c2ccccc2)c2ccccc21	·	-5.4%
CCCNC(=O)CN(c1ccc(F)c(Cl)c1)S(C)(=O)=O	-7.5	-4.7%
CC(C)N1CCN(Cc2cccc([N+](=O)[O-])c2)CC1	2.8	-0.8%
COc1cc(/C=C2/C(=O)NN(c3cccc(C)c3)C2=O)ccc1OC(=O)c1ccco1	5.1	0.4%
CNC(=O)c1c(Cl)cnn1-c1ccc(F)cc1	-11.5	-1.5%
COc1ccc(S(=O)(=O)Cc2ccc(C(=O)N3CCN(Cc4ccccc4)CC3)o2)cc1	13.3	6.9%
O=C(CCC(=O)N1CCN(S(=O)(=O)c2ccccc2)CC1)NC1CCCc2ccccc21 (stereo not given)	100.9	-4.6%
Cc1c2cn[nH]c(=O)c2c(C)n1Cc1ccc(F)cc1	57.9	1.4%
O=C(CCn1c(SCC(=O)NCc2ccco2)nc2ccccc2c1=O)NCCc1ccccc1	·	-0.1%

High-throughput results as filed in PubChem.

This is a subset. The share of hits here may be higher or lower than overall.
